APP 5'UTR act – activates APP 5'UTR luciferase reporter; SH-SY5Y APP 5'UTR luciferase reporter, luminescence; zero percent = DMSO vehicle wells; AID 1276; 190,000 compounds, 1% hits; activation, % at 2 µM;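 active = activation above a set limit, based on mean plus 3 SD of controls, cut at about 140% in these data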; also: values of inactives mirror those of a sister screen read the other way
G6PDH counter – counter-screen for G6PDH assay hits: L. mesenteroides G6PDH inhibition; AID 1020; Purified L. mesenteroides G6PDH, diaphorase/resazurin coupled fluorescence, 45 min; 200,000 compounds, 0.12% hits; inhibition, % at 5 µM; in the data active = inhibition above about 50%
FLuc act counter – affects firefly luciferase, flagging false hits in luciferase stimulation screens; P08659; ATPlite luciferase biochemical, luminescence, 10 min; 0 = ATP-free wells, 1 = DMSO control; activation factor at 10 µM; 200,000 tested, under 10 active;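 active = luciferase activation factor, scaled between plate controls, of at least 2 with compound at 10 µM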
Target sequence (P08659 whole entry, looked up): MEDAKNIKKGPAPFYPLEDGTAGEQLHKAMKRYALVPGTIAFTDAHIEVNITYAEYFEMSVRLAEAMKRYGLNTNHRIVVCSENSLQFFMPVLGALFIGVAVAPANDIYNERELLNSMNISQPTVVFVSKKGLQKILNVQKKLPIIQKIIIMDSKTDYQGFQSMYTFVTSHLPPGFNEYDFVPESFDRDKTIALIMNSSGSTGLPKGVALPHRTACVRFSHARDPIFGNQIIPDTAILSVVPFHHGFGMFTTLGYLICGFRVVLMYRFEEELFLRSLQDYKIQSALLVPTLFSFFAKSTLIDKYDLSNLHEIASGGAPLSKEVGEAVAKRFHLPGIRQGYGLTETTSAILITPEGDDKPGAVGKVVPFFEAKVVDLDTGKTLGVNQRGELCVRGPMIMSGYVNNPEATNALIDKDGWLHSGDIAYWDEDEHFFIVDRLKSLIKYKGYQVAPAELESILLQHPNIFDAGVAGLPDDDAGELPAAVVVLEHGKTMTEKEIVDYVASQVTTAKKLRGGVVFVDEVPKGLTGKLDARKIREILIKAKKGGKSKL
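Assay system: Luciferase/luciferin reagent mix; Medium: PBS as buffer for the ATP substrate; Dosing: test compounds dosed from 2 mM stocks in 100% DMSO; Times: 10 min, room temperature; Signal: luminescence from luciferase reaction; Read-out: luciferase activation; Controls: No-ATP low control, compound-free enzyme-plus-ATP high control.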
Hsp70 act – switches on Hsp70 transcription. HeLa Hsp70 promoter luciferase reporter, luminescence; scaled: vehicle 0, proteasome-inhibitor control 100%. AID 1203. 200,000 compounds, 0.04% hits. activation, % at 10 µM;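 active = activation above the mean across all tested compounds plus 3 SD, cutoff set per campaign, cut at about 5.5% in these data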;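 also: 100% = MG132 at 30 µM as the positive control and 0% = DMSO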
STAT1 act – STAT1 signaling activation; NIH 3T3 STAT1-luciferase reporter, IFN-gamma, luminescence; 100% = IFN-gamma alone, no compound; activation (% of control), % at 5.5 µM; 200,000 compounds, 2.6% hits; AID 932;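 active = activation above the screen-wide mean activation plus 3 SD, cut at about 130% in these data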;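 also: raw ratio to IFN-gamma control signal so 100% means no change and 0% no light; values of inactives mirror those of a sister screen read the other way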
FLuc inh counter – Photinus pyralis luciferase inhibition counter-screen | ATPLite firefly luciferase biochemical luminescence, 10 min | inhibition, % at 10 µM | P08659 | 200,000 compounds, 1.5% hits | AID 1006;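 active = inhibition above about 50% when tested at 10 µM, limit read from the data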
DTT redox prof – compounds producing H2O2 with reducing agent – biochemical, NIH compound library profiling, artefact control for MLSCN library redox annotation, primary screen; DTT-dependent redox cycling H2O2, phenol red/HRP absorbance; 100% = 100 µM peroxide control, 0% = buffer; activation, % at 10 µM; 200,000 compounds, 0.03% hits; AID 878;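 active = activation of at least 50% relative to the plate's high and low controls in the primary single-dose screen; inactive = activation below 50%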;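 also: compound incubated with DTT at 0.8 mM final as the reducing agent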
NF-kB expr up – NF-kB expression increase, human neuronal cells | fold change at 12.5 µM | AID 1239 | NF-kB reporter expression; stronger effect = higher value | 190,000 compounds, 1.6% hits; in the data active = fold change above about 3.3
APP 5UTR inh – APP translation inhibition; SH-SY5Y APP 5'UTR-luciferase reporter, luminescence; AID 1285; inhibition, % at 2 µM; 190,000 compounds, 0.82% hits;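 active = inhibition above a set limit, derived from the sample mean plus 3 SD, cut at about 45% in these data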; also: values of inactives mirror those of a sister screen read the other way
Efa HMGR inh – E. faecalis class II HMG-CoA reductase inhibition; purified E. faecalis HMGR, NADPH absorbance 340 nm kinetic; inhibition, % at 10 µM; 190,000 compounds, 0.41% hits; AID 1066;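 active = inhibition above a set limit, the median over all tested compounds plus 3 SD, cut at about 9.5% in these data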;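 also: enzyme runs in reverse so mevalonate oxidation gives rising NADPH absorbance; 0% = complete reaction with DMSO and 100% = background rate lacking mevalonate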
* marks the source's active call; other numbers are inactive results; . = no result given.

SMILES	APP 5'UTR act	G6PDH counter	FLuc act counter	Hsp70 act	STAT1 act	FLuc inh counter	DTT redox prof	NF-kB expr up	APP 5UTR inh	Efa HMGR inh
Cc1ccc(-c2noc(-c3cc4ccccc4oc3=O)n2)cc1	-3	-2	1	-0.1	100	1	2.5	1.4	3	1
COc1ccc(C(=O)NC(=O)CSc2nnc(-c3ccco3)n2-c2ccccc2)cc1	-4	1	1	0.0	103	-3	12	1	4	1
Nc1ccc2c(c1)-c1ccccc1S(=O)(=O)N2	5	20	1	0.0	99	1	0.5	1.2	-5	-11
O=c1cc(N2CCc3ccccc32)[nH]c(=O)n1-c1ccccc1Cl	27	3	1	-0.4	103	1	-1.0	1.1	-26	-2
CN(C)S(=O)(=O)c1ccc(C(=O)Nc2ccccc2SCCC#N)cc1	-4	2	1	0.1	101	-4	-0.3	1.1	4	-4
CC1(C)CC(=O)C(C(N)=NC(=O)c2ccccc2)=C(O)C1	-3	11	0.9	-0.2	117	10	-0.9	1.6	3	3
Cc1nc2sc(C(c3cccs3)N3CCC4(CC3)OCCO4)c(O)n2n1 (centres undefined)	-11	10	1	-0.2	99	-2	0.7	0.9	11	-2
CC(C)(C)NC(=O)CN(C(=O)CS(=O)CC(=O)Nc1ccc(F)cc1)c1ccc2c(c1)OCCO2 (centres undefined)	-21	2	1	-0.2	97	-5	-0.6	1	21	0
CC(=O)c1cc(-c2ccccc2)n(CCC(=O)NC2CCCCCCC2)c1C	0	6	1	-0.2	99	-5	-0.5	1.1	0	-1
O=C1c2ccccc2NC(c2ccccc2)N1/N=C/c1ccccc1 (centres undefined)	128	11	1	0.0	112	3	-4.3	3.8*	-128	1
CCc1noc(C)c1C(=O)NCCc1ccc(OC)c(OC)c1	16	5	1.1	0.0	104	-6	-2.0	0.98	-16	-3
CCCNC(=O)CSc1nc(COc2ccccc2)nc2ccccc12	-5	5	1	-0.3	95	-2	-0.7	1.1	5	-1
CCN1CCN(CC(=O)N2N=C(c3cccs3)CC2c2ccc(OC)cc2)C(=O)C1=O (centres undefined)	7	7	0.9	-0.2	101	5	-0.8	1.2	-7	-7
NC(=O)CSc1nnc(Cc2ccc3c(c2)OCO3)o1	1	12	1	-0.6	99	0	-2.3	1.2	-1	-1
COc1ccc(C=O)cc1COc1c(F)c(F)cc(F)c1F	-8	-16	1.1	1.1	101	-9	0.5	1.1	8	-2
Nc1cc(=O)[nH]c(SCc2csc(-c3ccccc3)n2)n1	-3	-1	1	-0.1	104	-3	-0.2	1.2	3	-2
COc1ccc(NC(=O)C(Sc2nnc3ccccn23)c2ccccc2)cc1Cl (centres undefined)	-6	-6	1	-0.3	94	2	0.5	0.88	6	-13
CCN(CC)CCn1c(SCC(=O)NCCC2=CCCCC2)nc2c(sc3ccccc32)c1=O	8	-4	1	-0.1	104	-5	-0.7	0.95	-8	-8
c1ccc(Cc2nn[nH]n2)cc1	18	7	1.1	0.0	99	-7	0.3	1.1	-18	-5
COc1ccc(-c2c(NC(C)=O)n(C)c3ccccc3c2=O)cc1	10	3	1	-0.1	93	-4	-0.3	1.3	-10	1
O=C(NCCCl)Nc1cccnc1Cl	-16	3	1	-0.1	93	-1	-0.2	1.1	16	-2
Cc1ccc(/C=C/c2nc3ccccc3[nH]2)o1	259*	-5	0.1	-0.1	90	86*	-0.9	6.5*	-259	5
CCOc1cc(C=O)ccc1OCCCN1C(=O)NC(C)(C)C1=O	-10	8	1.1	-0.1	102	-5	0.7	1.3	10	-3
Cc1scc(C(=O)N/N=C/c2ccc(OC(C)C)cc2)c1C	28	12	0.7	0.2	106	27	0.0	0.62	-28	-1
O=C(CSc1nccn1-c1ccccc1)NCc1ccc(F)cc1	3	5	1.1	-0.1	97	-8	-1.3	0.98	-3	0
C=C(C)CSc1nc2ccccc2[nH]1	16	4	0.9	0.3	106	6	0.6	1.3	-16	-3
Cc1ccc(/C=N/n2cnc3sc(-c4ccccc4)cc3c2=O)o1	2	6	1	-0.3	112	-1	0.2	2.5	-2	-8
CCN(CC)C(=O)c1c([N+](=O)[O-])c(C(C)(C)C)nn1C	10	1	1	0.0	96	-2	-0.5	1.1	-10	7
CC1CCC(NC(=O)Cn2cc3c(n2)CCCC3)CC1 (centres undefined)	4	6	1	0.2	113	-3	-0.8	2.3	-4	-7
CN1C(=O)C(N=Nc2ccccc2C(=O)O)N(C)C1=S (centres undefined)	-15	0	1	-0.2	98	-4	-1.9	1.2	15	-6
O=C(C1=C[C@H](c2ccc(Br)cc2)C[C@H](OCc2ccc(CO)cc2)O1)N1CCN(Cc2ccc3c(c2)OCO3)CC1	-4	5	1.1	-0.2	99	-6	-0.1	1.2	4	3
Cc1nn(-c2ccc(F)cc2)c2sc(C(=O)O)cc12	10	4	1	-0.4	100	2	-3.8	1.1	-10	-3
CC1CC(=O)NN=C1c1ccc(NCCO)c([N+](=O)[O-])c1 (centres undefined)	2	-14	1	-0.3	102	-2	-0.5	1	-2	0
CCOC(=O)N1CCN(CC(O)COc2ccc(OC)cc2C(C)(C)C)CC1 (centres undefined)	-7	12	1.1	-0.3	93	-6	-0.3	0.97	7	-2
O=C(CC1C(=O)NCCN1Cc1ccc(-c2ccccc2)cc1)NCCc1ccccn1 (centres undefined)	-9	16	1	-0.1	100	-2	-1.1	1	9	0
Nc1nn2c(-c3ccccc3)cc(=O)[nH]c2c1N=Nc1ccc(Br)cc1	22	12	1	-0.3	111	5	-1.6	1	-22	-1
CCCC(=O)Nc1ccc(NC(=O)C2CC2)cn1	-8	-11	1.1	0.1	101	-6	1.9	1.3	8	-3
CC(C)c1c(O)c2c(n(-c3ccccc3)c1=O)CCCC2	6	-3	1.1	-0.3	97	-6	-0.4	1.3	-6	-6
CCOC(=O)CNC(=O)CSc1nnc(Cn2c(=O)sc3ccccc32)n1C	-10	10	1	-0.3	103	-1	-0.8	1.1	10	0
O=C(Cc1ccccc1)N/N=C/c1ccc2c(c1)OCO2	84	4	0.7	-0.2	120	28	0.0	2	-84	2
CCNC(=S)N1CCC(c2nc3ccccc3s2)CC1	-13	2	1	-0.3	99	-3	1.2	0.9	14	-7
CCCC(OC(=O)CN1C(=O)COc2ccccc21)C(=O)NC1CCCC1 (centres undefined)	2	0	1	-0.1	107	-4	0.1	1.2	-2	-1
CS(=O)(=O)N(Cc1ccccc1)c1ccc(C(=O)N2CCc3ccccc3C2)cc1	7	7	1.1	-0.3	98	-12	-4.0	1.1	-7	2
O=C(NCc1ccco1)c1cc(NS(=O)(=O)c2cccc([N+](=O)[O-])c2)ccc1O	3	6	1.1	-0.5	94	-9	-2.1	0.95	-3	-8
CO/N=C(/CS(=O)(=O)c1ccc(Br)cc1)c1ccc(OC)cc1	-7	21	1.1	-0.3	96	-8	0.2	1.3	7	0

The last 5 records of the part above come first, to join the parts:
SMILES	APP 5'UTR act	G6PDH counter	FLuc act counter	Hsp70 act	STAT1 act	FLuc inh counter	DTT redox prof	NF-kB expr up	APP 5UTR inh	Efa HMGR inh
CCNC(=S)N1CCC(c2nc3ccccc3s2)CC1	-13	2	1	-0.3	99	-3	1.2	0.9	14	-7
CCCC(OC(=O)CN1C(=O)COc2ccccc21)C(=O)NC1CCCC1 (centres undefined)	2	0	1	-0.1	107	-4	0.1	1.2	-2	-1
CS(=O)(=O)N(Cc1ccccc1)c1ccc(C(=O)N2CCc3ccccc3C2)cc1	7	7	1.1	-0.3	98	-12	-4.0	1.1	-7	2
O=C(NCc1ccco1)c1cc(NS(=O)(=O)c2cccc([N+](=O)[O-])c2)ccc1O	3	6	1.1	-0.5	94	-9	-2.1	0.95	-3	-8
CO/N=C(/CS(=O)(=O)c1ccc(Br)cc1)c1ccc(OC)cc1	-7	21	1.1	-0.3	96	-8	0.2	1.3	7	0
CC(C)(C(=O)c1ccccc1)/[N+]([O-])=C/c1ccc(Br)cc1	-9	.	.	-0.1	100	.	1.8	.	9	.
Cc1c(CN2CCC(CO)(CCOc3ccccc3)CC2)[nH]c2c(Cl)cccc12	6	3	1	-0.4	103	-4	-0.8	0.96	-6	-6
COc1cc(CNn2nnnc2N)ccc1OCc1c(Cl)cccc1Cl	-11	3	1.1	-0.6	94	-7	-3.3	0.77	11	1
Cc1ccc(-n2c(C)cc(/C=N/NC(=O)c3ccncc3)c2C)cc1	10	-10	0.5	-0.2	98	46	1.1	1.2	-10	3
CC(=O)Nc1cccc(OC(=O)c2ccoc2C)c1	-12	12	1	-0.4	102	-3	3.2	1.2	12	-2
CCOC(=O)COc1c(C=O)cc(Br)cc1OC	-1	3	1.1	-0.5	102	-8	1.7	1	1	4
Cc1ccc(S(=O)(=O)N(C)Cc2ccc(C(=O)N/N=C3\CCCC(=O)C3)cc2)cc1	15	1	1	-0.1	104	0	0.6	1.1	-15	-2
Cc1ccc(-c2nc(-c3cccnc3)sc2CC(=O)Nc2ccc(C)c(Cl)c2)cc1	13	-2	1	-0.3	89	-2	-0.2	0.96	-13	-2
O=C(c1c(F)cccc1F)N1CCN(c2ncccn2)CC1	12	0	1	0.4	96	-2	-1.7	0.92	-12	-4
COc1ccc(/C=N/n2c(C)nc3sc(C)c(C)c3c2=O)cc1OC	18	14	1	0.2	98	4	9.3	1.2	-18	-8
CC(=O)c1cccc(NC(=O)CSCc2ccccc2)c1	46	-4	1.1	-0.3	99	-6	3.2	1.2	-46	-8
Cc1ccc2nc(-c3cc(N)cc(N)c3)oc2c1	-38	4	0.1	-0.1	97	94*	-3.1	0.95	38	14*
CC(C)C1C(C#N)=C(N)Oc2n[nH]c(-c3ccccc3)c21 (centres undefined)	2	1	1	0.8	102	-3	3.8	1.2	-2	-3
CN1CCN(C(=O)Nc2ccccc2CC[N+](=O)[O-])CC1	-15	1	1.1	-0.3	91	-9	0.2	0.85	15	-1
O=c1c2ccccc2nnn1CSc1nnc(C2COc3ccccc3O2)n1-c1ccccc1 (centres undefined)	23	0	1	-0.3	103	-3	-0.7	0.33	-24	-4
CCOC(=O)Nc1nc(-c2ccccc2)c(C(=O)c2ccc(Cl)cc2)s1	-94	0	1	-0.2	108	-4	0.0	3.9*	94*	-3
Nc1cc(=O)[nH]c(SCC(=O)Nc2ccc(Br)cc2)n1	10	-8	1.1	-0.2	101	-11	-0.9	1	-10	2
COC(=O)c1ccc(C(=O)OC)c(NC(=O)CSCc2ccc(Br)cc2)c1	17	15	1	-0.1	99	-3	-6.9	0.92	-17	-4
COc1ccc(C(O)(CCc2ccccc2)CCN2CCCCC2)cc1 (centres undefined)	0	5	1	-0.2	98	-1	-0.4	0.94	0	0
O=C(Cc1ccc(F)cc1)N(c1ccc(F)cc1)C1C=CS(=O)(=O)C1 (centres undefined)	6	-2	1	-0.3	89	-2	0.6	1.2	-6	1
CCOC(=O)CSc1c(-c2ccc(Cl)cc2)[nH]c2ccccc12	-8	3	1.1	-0.6	90	-10	-0.8	1.1	8	5
COc1ccc(N2C(=O)C(F)(F)C2c2ccccc2F)cc1 (centres undefined)	-3	8	1.1	-0.4	102	-5	0.0	1.1	2	-7
CC(C)=C1C(=O)NN(c2ccc(F)c(Cl)c2)C1=O	14	-2	1.1	-0.3	92	-6	2.5	1.4	-14	2
COc1ccc(C(=O)NCc2nnc(SC)n2Cc2ccccc2)cc1	16	10	1	-0.3	103	0	-0.6	0.98	-16	-1
